Screening data deposited in PubChem BioAssay by several laboratories.
Yfh1-off respiration: mitochondrial function rescue without frataxin homolog – Friedreich's ataxia, plus single-dose screen, dose response (AID 1465); S. cerevisiae Yfh1-off respiration, WST-1 reduction, 72 h; higher fold induction means a stronger effect; fold induction at 50 µM, or EC50 in µM where a hit was titrated; 0.074% of 220,000 active;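 active = fold induction of absorbance versus untreated yeast above a set limit, then at least 30% activation at any dose in follow-up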;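 note: activators that raise dye reduction in frataxin-depleted yeast; strong numbers were not always called active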
human PMI inhibition: MPI enzyme activity inhibition – biochemical, fluorescence intensity, coupled assay, primary screen (AID 1209). purified PMI enzyme, coupled fluorescence intensity; higher % means a stronger effect. inhibition, % at 20 µM, or IC50 in µM where a hit was titrated. 0.42% of 190,000 active;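 note: plate controls were DMSO vehicle for no effect and wells lacking substrate for full effect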
M1AAP inhibition: malaria alanyl aminopeptidase activity blockers – biochemical, fluorogenic H-Leu-NHMec substrate, 1536-well (AID 1445); recombinant M1AAP, H-Leu-NHMec fluorogenic kinetic assay; higher % means a stronger effect; one-dose inhibition, % at 30 µM; IC50 in µM for titrated hits; 0.42% of 220,000 active;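 active = primary inhibition above the hit cutoff, then over 50% inhibition at one or more dose response concentrations, cut at about 23% in these data, passing the limit was not always enough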;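 note: plate controls were DMSO full reaction for no effect and no enzyme background for full effect; strong numbers were not always called active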
P. falciparum M17LAP: P. falciparum M17LAP inhibitors, primary screen, biochemical, fluorogenic H-Leu-NHMec substrate, 1536-well (AID 1619) | recombinant M17LAP, H-Leu-NHMec fluorogenic kinetic assay; higher % means a stronger effect | inhibition, % at 30 µM, or IC50 in µM where a hit was titrated | 0.38% of 220,000 active;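 active = compound inhibiting the enzyme by more than half at any dose during confirmatory dose-response retesting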;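 note: plate controls were full reaction with DMSO carrier for no effect and no enzyme background for full effect; strong numbers were not always called active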
PMI inhibition: human PMI inhibitors, high substrate, primary screen, biochemical, fluorescence intensity, high mannose 6-phosphate (AID 1220). inhibition, % at 20 µM, or IC50 in µM where a hit was titrated. recombinant PMI enzyme, coupled fluorescence intensity; higher % means a stronger effect. 0.66% of 190,000 active
WT yeast gro inh: growth inhibition of WT yeast, mitochondrial fusion screen. inhibition, % at 10 µM. 2.1% of 190,000 active. mitochondrial fusion phenotypic screen, WT strain. AID 1362; in the data active = inhibition above about 58%; tested in S. cerevisiae
XIAP antagonists: small molecules displacing peptide from XIAP – biochemical, IAP family, fluorescence polarization (AID 1018); 0.007% of 200,000 active; XIAP BIR domain, fluorescence polarization peptide displacement; higher % means a stronger effect; displacement, % at 20 µM, or IC50 in µM where a hit was titrated; in the data active = displacement above about 50%; note: a part of the inactive calls stands beside numbers as strong as those of hits
LYP phosphatase: inhibitors of LYP phosphatase, biochemical, fluorescence intensity, uHTS (AID 1779); 0.054% of 290,000 active; recombinant LYP phosphatase, fluorescence intensity; higher % means a stronger effect; one-dose inhibition, % at 11.5 µM; IC50 in µM for titrated hits;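 note: plate controls were vehicle with enzyme for no effect and no enzyme for full effect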
TNAP activation fold: human TNAP enzyme activators, primary screen, biochemical, luminescent, no phosphate acceptor, uHTS (AID 1001); purified TNAP, luminescent activation assay, no phosphate acceptor; higher activation fold means a stronger effect; activation fold at 20 µM, or EC50 in µM where a hit was titrated; 0.03% of 200,000 active; in the data active = activation fold from about 3, or a potency from the dose series; inactive = the rest, 99 in 100 with activation fold below about 1.6; note: many of its hits are not listed in these tables
WT yeast gro inh mutant strain: further read-out of WT yeast gro inh, marked with its call; inhibition, %; mitochondrial fusion phenotypic screen, mutant strain inhibition
Numbers without * were called inactive; i = inactive; . = no result given. Cut-off read from the data, not from the text of the source, unless noted: active = inhibition above about 50%; inactive = the rest.

SMILES	Yfh1-off respiration	human PMI inhibition	M1AAP inhibition	P. falciparum M17LAP	PMI inhibition	WT yeast gro inh	WT yeast gro inh mutant strain	XIAP antagonists	LYP phosphatase	TNAP activation fold
O=C(CSC1=NCCN1)Nc1ccccc1[N+](=O)[O-]	i	-15%	-1%	-2%	-15%	-13	6	-3.2%	-1%	1
CN(C(=O)COC(=O)c1n[nH]c2ccccc12)c1ccccc1	i	-5%	1%	7%	-8%	-13	8	1.2%	-4%	0.9
O=C(CSc1nc2c(c(C(F)(F)F)n1)CCc1ccccc1-2)NCc1ccc(F)cc1	i	-1%	2%	-5%	6%	3	11	-5.1%	-3%	1.1
Cc1ccn(CC(=O)O)c(=O)c1	i	-2%	-1%	5%	5%	-8	-10	-4.4%	-3%	1.1
Cc1ccc(-c2nc3ncccc3o2)cc1NC(=O)c1ccccc1	i	.	-2%	-3%	.	.	.	.	-8%	.
CC(=O)c1ccccc1NS(=O)(=O)c1c(C)nn(-c2ccccc2)c1C	i	11%	2%	-9%	11%	3	22	0.0%	1%	1.1
Cc1ccc(OC(C)C)c(CN(CCO)CCO)c1	i	2%	-2%	-10%	6%	-14	-19	-3.4%	-6%	1
Cc1ccc2c(c1)C=CC(C)N2C(=O)c1ccccc1 (stereo not given)	i	1%	2%	13%	6%	1	13	-4.8%	-5%	1.2
COc1cc(C2NC(C(=O)O)Cc3c2[nH]c2ccccc32)cc(OC)c1OC (stereo not given)	i	4%	4%	2%	-5%	3	-8	-5.4%	-7%	1.1
Cc1ccc2c(Cl)c(C)c(N3CCCC3)nc2n1	i	-7%	3%	5%	3%	19	9	-2.7%	-5%	1
Cc1ccc2nsnc2c1NC(=O)Cc1ccc(Cl)cc1	i	-2%	2%	6%	3%	-16	-4	-1.8%	-2%	1
C=CCn1c(SCC(=O)NNC(=S)Nc2ccccc2)nnc1-c1ccccc1	i	.	1%	0%	.	.	.	.	-6%	.
Cc1ccc(NS(=O)(=O)c2ccc(OCC(=O)NCc3ccco3)cc2)cc1	i	10%	3%	2%	2%	33	7	1.6%	-5%	1.1
CCCC(C)NC(=O)c1sc2nc3n(c(=O)c2c1C)CCC3 (stereo not given)	i	-4%	-1%	35%	0%	-7	-18	-6.4%	-9%	1.1
CCn1cnc2cc(NCc3nc4ccccc4n3C)ccc21	i	18%	4%	13%	15%	9	16	-5.4%	-3%	0.9
CCNC(=O)n1nccc1C(C)Oc1cccc(C(F)(F)F)c1 (stereo not given)	i	11%	12%	4%	4%	24	22	-5.4%	-8%	1
Cc1ccc(C)c(N(CC(=O)Nc2ccccc2C(=O)NCc2ccco2)S(=O)(=O)c2ccccc2)c1	i	16%	7%	-4%	7%	-6	7	3.5%	8%	1
CN(C)n1cnc2ccsc2c1=O	i	2%	-3%	2%	-1%	0	7	-4.5%	-8%	1.1
CS(=O)(=O)NCCSCc1ccc(Cl)cc1	i	4%	-1%	-3%	0%	2	4	-4.7%	-2%	1.1
COc1ccc2c(c1)C=C(CN1CCN(C(C)C)C(CCO)C1)CO2 (stereo not given)	i	8%	-14%	2%	-4%	9	10	-6.1%	-5%	1.1
O=C(Nc1nnc(SCC(=O)N2CCCc3ccccc32)s1)c1ccc2ccccc2c1	i	4%	0%	-6%	5%	13	2	-3.2%	4%	0.9
N#Cc1c(C(F)(F)F)cc(-c2ccc(F)cc2)[nH]c1=O	i	-19%	0%	-54%	-8%	12	16	-2.3%	-5%	1
CCOC(=O)C1C(=O)NC(N2CCCCC2)=NC1c1ccco1 (stereo not given)	i	7%	-4%	-3%	-2%	-15	-2	-5.7%	-4%	1.1
O=C(c1cc(S(=O)(=O)N2CCOCC2)ccc1F)N1CCCc2ccccc21	i	3%	10%	-8%	0%	4	9	-0.8%	-6%	1.1
Cc1sc2ncn(Cc3ccccc3F)c(=O)c2c1C	i	-3%	5%	-4%	-6%	-15	-5	-4.0%	-2%	1.1

A section from the list above, for reference:
SMILES	Yfh1-off respiration	human PMI inhibition	M1AAP inhibition	P. falciparum M17LAP	PMI inhibition	WT yeast gro inh	WT yeast gro inh mutant strain	XIAP antagonists	LYP phosphatase	TNAP activation fold
CS(=O)(=O)NCCSCc1ccc(Cl)cc1	i	4%	-1%	-3%	0%	2	4	-4.7%	-2%	1.1
COc1ccc2c(c1)C=C(CN1CCN(C(C)C)C(CCO)C1)CO2 (stereo not given)	i	8%	-14%	2%	-4%	9	10	-6.1%	-5%	1.1
O=C(Nc1nnc(SCC(=O)N2CCCc3ccccc32)s1)c1ccc2ccccc2c1	i	4%	0%	-6%	5%	13	2	-3.2%	4%	0.9
N#Cc1c(C(F)(F)F)cc(-c2ccc(F)cc2)[nH]c1=O	i	-19%	0%	-54%	-8%	12	16	-2.3%	-5%	1
CCOC(=O)C1C(=O)NC(N2CCCCC2)=NC1c1ccco1 (stereo not given)	i	7%	-4%	-3%	-2%	-15	-2	-5.7%	-4%	1.1
O=C(c1cc(S(=O)(=O)N2CCOCC2)ccc1F)N1CCCc2ccccc21	i	3%	10%	-8%	0%	4	9	-0.8%	-6%	1.1
Cc1sc2ncn(Cc3ccccc3F)c(=O)c2c1C	i	-3%	5%	-4%	-6%	-15	-5	-4.0%	-2%	1.1

Part of the list above, reduced to TNAP activation fold and M1AAP inhibition:
SMILES	TNAP activation fold	M1AAP inhibition
N#Cc1c(C(F)(F)F)cc(-c2ccc(F)cc2)[nH]c1=O	1	0%
CCOC(=O)C1C(=O)NC(N2CCCCC2)=NC1c1ccco1 (stereo not given)	1.1	-4%

Continuation:
SMILES	Yfh1-off respiration	human PMI inhibition	M1AAP inhibition	P. falciparum M17LAP	PMI inhibition	WT yeast gro inh	WT yeast gro inh mutant strain	XIAP antagonists	LYP phosphatase	TNAP activation fold
CC(=O)NC1C(=O)N=C(SCC(=O)NC(C)c2ccccc2)NC1=O (stereo not given)	.	6%	17%	22%	15%	0	5	-2.0%	-6%	1.2
COc1cccc2sc(NNC(=O)c3nc4ccccc4s3)nc12	.	-12%	-2%	11%	-21%	-18	-10	-9.8%	6%	2.8
Cc1ccc(S(=O)(=O)Nc2ccc3c(c2)nc(CCN2CCCCC2)n3C)cc1	i	.	3%	9%	.	.	.	.	-4%	.
CCC(C)[C@H](NC(=O)N1CCCCC1)C(=O)OC (stereo not given in full)	i	.	3%	-4%	.	.	.	.	-4%	.
O=C(N/N=C1\NC(=O)C(CO)(CO)S1)c1ccccc1	i	.	0%	0%	.	.	.	.	-5%	.
CC(OC(=O)C1=Cc2ccccc2OC1)C(=O)NC1CCCC1 (stereo not given)	i	14%	10%	8%	14%	3	13	0.7%	-3%	1.1
CCCc1cc(=O)oc2cc(C)cc(O)c12	i	5%	1%	-1%	2%	10	15	-3.8%	1%	1
COc1cccc(Oc2nc(-c3ccncc3)nc3ccccc23)c1	i	.	2%	-3%	.	.	.	.	-6%	.
O=C(NCCN1CCOCC1)c1ccc(=O)oc1	i	10%	18%	34%	12%	62*	15*	-2.1%	-4%	1.1
O=C(Nc1ccnc(-c2ccncc2)n1)c1ccccc1Cl	i	7%	-1%	-3%	23%	7	5	-3.4%	-4%	1
Cc1ccc(C(=O)c2ccc(C(F)(F)F)cc2)cc1	i	17%	7%	5%	12%	6	15	-15%	-5%	1
Cc1cc(NC(=O)c2ccc(Cl)c(S(=O)(=O)N3CCOCC3)c2)no1	i	-8%	5%	-6%	-4%	2	14	-11%	-10%	1.1
Cc1cccc(Oc2c(C=O)c3ccccc3n2C)c1	i	9%	8%	6%	3%	9	32	-1.3%	-4%	1.1
COc1ccc(-n2c(Cc3cc(=O)[nH]c(=O)[nH]3)nnc2SCc2ccccc2)cc1	i	0%	5%	10%	1%	7	1	1.3%	-2%	1.1
Cc1ccc(S(=O)(=O)NC(=NCC(=O)O)c2ccc(F)cc2)cc1	i	-2%	4%	-9%	0%	-6	8	-3.5%	-6%	1.1
CCCOc1ccc2oc(=O)c3c(c2c1)CCCN3C(=O)CN1CCN(c2ncccn2)CC1	i	-1%	.	.	-5%	.	.	-5.2%	-6%	1.1
Cc1ccc(OC(C)C(=O)N2CCc3ccccc32)cc1 (stereo not given)	i	10%	-3%	6%	2%	-11	4	-0.9%	-6%	1.1
O=C(c1cc2sccc2n1Cc1ccccc1)N1CCc2ccccc21	i	5%	1%	1%	4%	-34	-6	-3.5%	0%	1.1
Cc1ccc(/C=C/C(=O)N2CC(=O)Nc3ccccc32)o1	i	2%	11%	10%	1%	-10	0	-8.9%	-1%	1.1
CCOC(=O)c1cc2c(ccc3ccccc32)oc1=O	i	8%	.	.	13%	45	40	3.0%	-29%	1.2
COc1cccc(-c2cc(C(F)(F)F)nc(N3CCN(c4ccccc4)CC3)n2)c1	i	8%	0%	-6%	4%	-15	7	1.2%	-3%	1.1
Cc1cccnc1NC(=O)c1csnn1	i	.	1%	-3%	.	.	.	.	-9%	.
CC1Cc2cc(/C=C3/SC(N4CCC(C(N)=O)CC4)=NC3=O)ccc2O1 (stereo not given)	i	.	13%	6%	.	.	.	.	-5%	.
Cc1ccc(C(=O)N/C(=C\c2cn(C)c3ccccc23)C(=O)OCCN(C)C)cc1	i	.	5%	7%	.	.	.	.	-3%	.
NC(=O)CNc1n[nH]c(=S)[nH]c1=O	i	-28%	3%	-10%	-25%	-7	-7	-4.2%	-7%	1.1

Single records, as listed above. Order of screens: Yfh1-off respiration, human PMI inhibition, M1AAP inhibition, P. falciparum M17LAP, PMI inhibition, WT yeast gro inh, WT yeast gro inh mutant strain, XIAP antagonists, LYP phosphatase, TNAP activation fold
Record of CCCOc1ccc2oc(=O)c3c(c2c1)CCCN3C(=O)CN1CCN(c2ncccn2)CC1 = i, -1%, ., ., -5%, ., ., -5.2%, -6%, 1.1
Record of Cc1ccc(S(=O)(=O)Nc2ccc3c(c2)nc(CCN2CCCCC2)n3C)cc1 = i, ., 3%, 9%, ., ., ., ., -4%, .
Record of Cc1cccnc1NC(=O)c1csnn1 = i, ., 1%, -3%, ., ., ., ., -9%, .

Remaining list, next part
SMILES	Yfh1-off respiration	human PMI inhibition	M1AAP inhibition	P. falciparum M17LAP	PMI inhibition	WT yeast gro inh	WT yeast gro inh mutant strain	XIAP antagonists	LYP phosphatase	TNAP activation fold
CCOC(=O)CNC(=O)c1cc(-c2ccc3c(c2)OCCO3)oc1C	i	12%	5%	11%	3%	7	16	-0.2%	-5%	1.2
COc1cc(/C=N/Nc2nc(C)nc3c2cnn3-c2ccccc2)ccc1O	i	7%	-1%	5%	9%	33	-13	-4.8%	4%	2
CCOC(=O)CC1C(=O)NCCN1Cc1ccc(OC)c(OC)c1 (stereo not given)	i	3%	-6%	1%	3%	6	5	-4.0%	-6%	1
COC(=O)Cc1csc(Nc2ccccc2)n1	i	1%	7%	-2%	10%	-17	-7	-0.1%	-9%	1
COc1ccc(NS(=O)(=O)c2cccc(C(=O)N/N=C(\C)c3ccc(-n4ccnc4)cc3)c2)cc1	i	-4%	-4%	2%	-44%	7	-10	-5.8%	-1%	1
COc1cccc(-c2ccc(=O)n(CC(=O)Nc3cc4c(cc3NC(C)=O)OCCO4)n2)c1	i	3%	5%	8%	8%	-1	-4	-5.7%	-1%	1.1
CCCNC(=O)C1CNc2ccccc2O1 (stereo not given)	i	-10%	2%	9%	-6%	-24	-13	-6.5%	-4%	1
